# NPC1 promoter act – NPC1 promoter activation; Huh7 NPC1 promoter luciferase reporter, 24 h; Potency, µM (titrated, usually from 9.22 µM), for the others: at the highest dose activation, most hits filed as activators; 2.4% of 320,000 active; AID 485313;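 further: potency means the concentration at half of the fitted maximal effect; % of control where 0% means no effect; nearly all actives have a fitted effect of over 60% in size; reporter is driven by a mutant NPC1 promoter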
#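 Readout is luciferase luminescence, reflecting NPC1 promoter activation in stably transfected Huh7 cells after 24 h compound exposure at 37 °C in reduced-serum medium with 10% FBS.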
# p53 reactivation – re-activators of mutant p53; H1299 p53-A138V BP100-luciferase reporter, luminescence, 24 h; Potency, µM (titrated, usually from 92.2 µM), inactives show at the top dose activity change, positive = activation, actives largely listed as activators; 0.063% of 320,000 active; further: potency means the concentration at half of the fitted maximal effect; % of control where 0% means no effect; nearly all actives have a fitted effect of over 45% in size
#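 p53-null H1299 cells stably carrying temperature-sensitive p53-A138V and a BP100-luciferase reporter were pinned with compounds (4-point, 1:5 series) and held 24 hrs at 37 deg C. Luminescence was read 10 min after detection reagent.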
# RORg inh – blocks mouse ROR gamma transcriptional activity; Potency, µM (highest dose often 53.6 µM), inactives show at the highest dose activity change, negative = inhibition, actives largely listed as inhibitors; 5.4% of 310,000 active; P51450; Drosophila S2 Gal4-RORgamma UAS-luciferase reporter, 20 h; AID 2551; further: potency means the concentration at half of the fitted maximal effect; on the % scale 0 is the no-effect control and ±100 the full control effect; nearly all actives have a fitted effect of over 60% in size
# Target sequence (P51450 whole entry, looked up, the tested form may be a part): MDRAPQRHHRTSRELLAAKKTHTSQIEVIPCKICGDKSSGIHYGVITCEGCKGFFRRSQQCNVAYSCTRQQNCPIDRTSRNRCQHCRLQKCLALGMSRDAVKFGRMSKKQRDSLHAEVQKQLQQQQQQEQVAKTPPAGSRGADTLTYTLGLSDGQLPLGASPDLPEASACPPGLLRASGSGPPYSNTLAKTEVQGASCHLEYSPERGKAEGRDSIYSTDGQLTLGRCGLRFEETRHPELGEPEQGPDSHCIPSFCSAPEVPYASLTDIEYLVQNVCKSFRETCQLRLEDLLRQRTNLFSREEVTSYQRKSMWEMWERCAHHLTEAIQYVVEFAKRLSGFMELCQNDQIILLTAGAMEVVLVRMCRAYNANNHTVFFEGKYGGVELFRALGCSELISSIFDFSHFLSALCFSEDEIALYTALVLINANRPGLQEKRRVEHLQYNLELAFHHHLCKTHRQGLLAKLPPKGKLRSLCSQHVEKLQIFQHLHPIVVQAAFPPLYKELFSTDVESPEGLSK
#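 Luminescence from a UAS-regulated Photinus luciferase reporter in stably transfected Drosophila Schneider cells is measured; decreased signal marks ROR gamma inhibition. Fusion expression is induced by 700 uM copper sulfate for 20 hr.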
# Gal4-VP16 FLuc – inhibits Gal4-VP16 luciferase reporter, ROR gamma counter-screen. Drosophila S2 Gal4-VP16 UAS-luciferase, luminescence, 20 h. Potency, µM (doses to about 53.6 µM), for the others: top-dose activity, negative = inhibition, usual class: inhibitors. 3.5% of 310,000 active. AID 2546;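 further: Gal4-VP16 expression switched on by copper sulfate through the metallothionein promoter; potency means the concentration at half of the fitted maximal effect; on the % scale 0 is the no-effect control and ±100 the full control effect; nearly all actives have a fitted effect of over 50% in size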
# PKM2 activator – activators of human pyruvate kinase M2; AID 1631; P14618; purified PKM2, Kinase-Glo ATP luminescence, activation; response scale: 0% is enzyme alone, no compound; 0.34% of 260,000 active; Potency, µM (titrated, usually from 57.5 µM), inactives show top-dose activation, actives largely listed as activators; further: potency means the concentration at half of the fitted maximal effect; on the % scale 0 is the no-effect control and ±100 the full control effect; nearly all actives have a fitted effect of over 55% in size
#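 Kinase-Glo luminescence reports ATP generated from ADP (0.1 mM) and PEP (0.5 mM) by purified hPK-M2 after 1 h at room temperature, pH 7.2 imidazole buffer; intermediate enzyme activity allows detecting inhibitors and activators.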
# Giardia killer – kills Giardia lamblia | 0.15% of 340,000 active | AID 540267 | activity change, % at 7.66 µM, hits read low | Giardia lamblia trophozoite viability; in the data active means activity change below about -80%; inconclusive means between about -30% and that limit;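 further: parasites exposed to compound for two days anaerobically before the ATP read; on the % scale 0 is the no-effect control and ±100 the full control effect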
#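 Compounds were tested on trophozoites seeded at 100 cells/well and held 48 hrs at 37 deg C anaerobically. An ATP-based luminescent kit measured the remaining live cells.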
# Menin-MLL TR inh – inhibitors of human menin-MLL interaction, mutant MLL peptide; 0.23% of 270,000 active; O00255; Menin + Texas Red MLL mutant peptide, fluorescence polarization; Potency, µM (titrated, usually from 61.6 µM), inactives show top-dose FP activity change, negative = inhibition, usual class: inhibitors; active means well fitted inhibition curve with a large enough effect in the polarisation, with a control signal flat, not every such curve was filed as active; inconclusive means small, poorly fitted or top-dose-only effect, or effect the other way, or a change in a side signal; inactive means no such curve, though single readings can be large or run the other way; the % refers to the polarisation; further: potency means the concentration at half of the fitted maximal effect; % of control where 0% means no effect; many of its hits are not listed in these tables
# ELG1 genotoxic – induces genotoxicity in HEK293T cells with luciferase-tagged ELG1. HEK293T ELG1-luciferase reporter, luminescence, 16 h. Potency, µM (top dose mostly 46 µM), without a hit: top-dose activity change, positive = activation, hits mostly activators. 1.3% of 330,000 active. AID 504466; further: potency means the concentration at half of the fitted maximal effect; % of control where 0% means no effect; nearly all actives have a fitted effect of over 60% in size
#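 HEK293T cells expressing luciferase-tagged ELG1 were treated with compound or DMSO for 16 hr at 37°C. Luciferase activity was then read after 30 min with ONE-Glo at room temperature; rising signal flags genetic stress.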
# BRCA1 expr act – BRCA1 expression activation; 1.1% of 380,000 active; MCF7-BRCA1-FFLuc reporter, luminescence, 48 h; response scale: scaled: vehicle 0%, 10 µM genistein 100%; Potency, µM (top dose mostly 46.1 µM), for inactives: top-dose activation, usual class: activators; further: potency means the concentration at half of the fitted maximal effect; nearly all actives have a fitted effect of over 80% in size; some results filed as inactive show a strong effect at the top dose
#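 First, MCF7-BRCA1-FFLuc cells (2000/well) attach for 2 h; next, compounds are pin-added and incubated 48 h at 37 °C; finally, luciferase reagent is added and luminescence read after 15 min.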
# Rab9 prom act – activates the Rab9 promoter. Huh7 Rab9 promoter-luciferase reporter, luminescence, 24 h. Potency, µM (titrated, usually from 9.22 µM), for the others: at the top dose activation, negative = inhibition, actives largely listed as activators. 2.8% of 320,000 active; further: potency means the concentration at half of the fitted maximal effect; % of control where 0% means no effect; nearly all actives have a fitted effect of over 60% in size
#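 Quantitative HTS format; Huh7 Rab9-luciferase reporter cells (1500/well) receive compound 2 h post-plating, incubate 24 h at 37 °C, then get luciferase reagent for 10 min before luminescence reading.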
# FLuc modulator – inhibits or activates purified firefly luciferase, miR-21 counter-screen | purified FLuc, Km substrates, luminescence inhibition | Potency, µM (series often up to 57.5 µM), inactives show at the highest dose activity change, negative = inhibition, hits mostly inhibitors | 6.9% of 360,000 active | AID 588342;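 further: potency means the concentration at half of the fitted maximal effect; plate controls were vehicle for no effect and reference inhibitor for full effect; nearly all actives have a fitted effect of over 55% in size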
# Target sequence (P08659 whole entry, looked up): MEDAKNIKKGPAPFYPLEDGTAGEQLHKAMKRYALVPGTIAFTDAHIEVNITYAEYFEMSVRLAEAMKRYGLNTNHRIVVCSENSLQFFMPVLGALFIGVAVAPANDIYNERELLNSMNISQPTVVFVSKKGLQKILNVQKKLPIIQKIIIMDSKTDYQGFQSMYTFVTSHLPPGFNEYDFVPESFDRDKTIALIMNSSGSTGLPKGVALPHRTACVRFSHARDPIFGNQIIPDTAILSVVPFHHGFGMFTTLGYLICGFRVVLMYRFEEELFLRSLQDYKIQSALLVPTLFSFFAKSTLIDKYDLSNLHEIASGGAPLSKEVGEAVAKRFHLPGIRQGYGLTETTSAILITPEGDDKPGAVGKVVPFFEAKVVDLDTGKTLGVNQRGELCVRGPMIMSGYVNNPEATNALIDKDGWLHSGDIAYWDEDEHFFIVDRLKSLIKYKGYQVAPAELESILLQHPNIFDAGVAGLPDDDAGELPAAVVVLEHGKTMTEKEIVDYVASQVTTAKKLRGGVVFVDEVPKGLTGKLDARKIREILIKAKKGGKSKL
#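 Biochemical qHTS of compounds, final roughly 60 µM downward over six points, against 10 nM purified firefly luciferase using Km concentrations of substrates (10 uM D-luciferin, 10 uM ATP) in Tris acetate pH 7.5 buffer; luminescence output.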
# * hit, by the source's call; ? = inconclusive; . = no result given; [ ] = dose if it differs, or a comment. Unless noted, the call rests on the fitted dose curve; in most records, active means well fitted curve in the direction sought with a large enough effect; inconclusive means small, poorly fitted or top-dose-only effect, or another doubt; inactive means no such curve, though single readings can be large; an effect the other way counts as inactive or inconclusive. Some of the compounds tested; count on the stated rates, not on these rows.
SMILES,NPC1 promoter act,p53 reactivation,RORg inh,Gal4-VP16 FLuc,PKM2 activator,Giardia killer,Menin-MLL TR inh,ELG1 genotoxic,BRCA1 expr act,Rab9 prom act,FLuc modulator
CSc1ccc(/C=N/NC(=O)c2cccc(O)c2)cc1,?,8%,-40%,2.2µM*,-42%,-13,9%,?,?,3.5µM*,4.3µM*
Cc1ccc2c(c1)nnn2C1CCN(CC(=O)Nc2ccccc2N2CCOCC2)CC1,-6%,-18%,13%,-23%,1%,32[activator],-10%,-7%,-50%,-5%,2%
CSCCC1NC(=O)N(CC(=O)Nc2ccc(-c3ccccc3)cc2)C1=O (configuration not stated),3%,-2%,36%,?,-1%,3,.,4%,70%,-2%,?
O=C(CSc1nnc(CNC(=O)c2cccs2)o1)NCCc1ccccc1,1%,-3%,4%,7%,-15%,-2,11%,-2%,-12%,-1%,-5%
CC(=O)c1ccc2noc(-c3ccc(F)cc3)c2c1,1%,1%,-28%,1%,1%,-15,17%,-4%,40%,-5%,-1%
CCOc1ccc(N(CC(=O)Nc2ccc(OC)cc2)S(=O)(=O)c2c(C)noc2C)cc1,1%,-2%,1%,2%,0%,-25,0%[11.7 µM],-11%,-1%,-5%,7%
COC(=O)c1sccc1NC(=S)N1C(C)CCCC1C (configuration not stated),-6%,0%,-5%,1%,2%,0,1%,-1%,13%,1%,-4%
Cc1ccccc1NC(=S)NCCc1ccc(S(N)(=O)=O)cc1,-4%,0%,2%,-3%,-4%,-5,-1%,-1%,-1%,0%,11%
COC(=O)Cn1c(=NC(=O)c2cc(OC)cc(OC)c2)sc2cc(OC)ccc21,-3%,-14%,?,-12%,-1%,1,?,-5%,-14%,2%,11%
Cc1cccc(NC(=O)c2cc3n(n2)C(C(F)(F)F)CC(C2CC2)N3)c1C (configuration not stated),26%,8%,9%,-5%[0.365 µM],-23%,-1,10%,8%,22%,21%,5%
COCc1cc(C)nc2sc(C(=O)Nc3ccc(C(=O)OC)cc3)c(N)c12,0%,.,?,-17%,2%,-2,18%,3%,0%,12%,-15%
Cc1cc(C(=O)COC(=O)c2nc3nccc(C)n3n2)c(C)n1CC1CCCO1 (configuration not stated),8%,0%,13%,20%,0%,-15,-1%,2%,0%,-6%,-16%
O=C(CSc1nncn1-c1ccccc1F)NC1CCCCC1,-4%,?,.,.,.,8,.,2%,9%,0%,0%
Cc1ccc(C(=O)Nc2ccccc2N2CCCC2)s1,-1%,3%,.,.,.,-15,.,-3%,-6%,3%,?
O=C(CSc1nc2ccccc2[nH]1)N1CCN(S(=O)(=O)c2ccc(Cl)cc2)CC1,-2%,1%,10%,-6%,29%,-6,2%,1%,-4%,5%[1.84 µM],-1%
Cc1cc(C)nc(SCC(=O)NC2CCCC2)n1,-4%,0%,20%,-2%,-1%,-3,12%,1%,-9%,-2%,4%
CCCN1CCC(NC(=O)C2CC=CCC2C(=O)O)CC1 (configuration not stated),0%,20%,5%,-5%,-5%,8,.,9%,-17%,-3%,3%
Cc1csc(=O)n1CC(=O)OCC(=O)c1c(N)n(CC(C)C)c(=O)n(C)c1=O,-2%,1%,.,.,.,-19,.,-4%,-15%,-6%,1%
CCOc1cc(Br)c(C(=O)O)cc1OC,1%,0%,-3%,3%,-5%,-9,1%,2%,-7%,28%,0%
CC(NC(=O)CSc1n[nH]c(N)n1)c1ccccc1 (configuration not stated),-1%,6%,2%,4%,.,1,10%,4%,4%,-2%,5%
CCOC(=O)c1ccc2c(c1)sc(=NC(=O)c1ccco1)n2CCOC,-3%,3%,4%,1%,-2%,19,2%,10%,4%,-6%,0%
CCN=C1Sc2nc3ccc(OCC)cc3cc2CN1CCOC,-1%,-1%,?,?,2%,-1,0%,-4%,-8%,-2%,-2%
CCCN(C(=O)CN1C(=O)NC2(CCCCCC2)C1=O)C1CCS(=O)(=O)C1 (configuration not stated),-5%,0%,-21%,-12%,16%,-1,-21%,1%,3%,-3%,-2%
Cc1cc(SCNC(=O)c2ccccc2)ncn1,1%,-7%,?,-1%,0%,22,-16%,-1%,3%,2%,4%
CC(C)c1ccc(-c2noc(C3CCCN(C(=O)c4ccc(F)cc4F)C3)n2)cc1 (configuration not stated),-3%,23%,?,8.9µM*,1%,-4,6%,?,-63%,-4%,?
Cc1ccc(SCCCCN2CCNCC2)cc1,?,?,18%,5%,-12%,13,-4%,5%,77%,?,?
CCN(CC)CCCNc1ccc(-c2nnc(-c3ccc(OCC(C)C)cc3)o2)cn1,-2%,-1%,1%,-6%,.,-1,.,-8%,1%,0%,-15%
O=S(=O)(c1ccccc1)c1ccccc1/C=N\O,18%,-5%,2%,-3%,1%,-2,-2%,-11%,7%,9%,2%
Cc1ccccc1OC(C)C(=O)N1CCN(c2ccccn2)CC1 (configuration not stated),2%,2%,-4%,1%,-2%,-4,.,-7%,4%,-13%,3%
Cc1ccc(NC(=O)CC2SC(=O)NC2=O)cc1 (configuration not stated),-3%,-2%,5µM*,4.5µM*,3%,-12,-6%,-3%,13%,0%,1%
Oc1[nH]c2ccccc2c1C=NCC1CCCO1 (configuration not stated),5%,6%,-22%,3%,4%,-7,1%,0%,18%,-8%,-2%
CCN1C(=O)c2cccc3c(NC(=O)c4ccccc4)ccc1c23,-1%,-2%,?,?,-1%,-16,-2%,?,-65%,1%,-8%
CCCn1c(SCC(=O)N(C)CC(=O)Nc2ccc(Cl)cc2)n[nH]c1=O,0%,-11%,.,.,.,-17,.,3%,-1%,-3%,3%
COc1ccc(C(=O)Nc2scc(-c3ccc(Cl)cc3Cl)c2C(N)=O)cc1,2.8µM*,24%,-36%,-22%,?,-6,-10%,-1%,?,3.2µM*,4.8µM*
CCCOc1ccc(-c2nnn(CC(=O)N3CCCCC3)n2)cc1,1%,-6%,17%,5%,0%,-4,.,-6%,39%,-2%,17µM*
COc1ccc(N(CC(=O)NC2CCCC2)C(=O)Cn2nnc(-c3ccc(C)o3)n2)cc1,-1%,-2%,32%,19%,1%,9,-8%,-1%,1%,0%,6%
O=C(CN1CCOCC1)Nc1cccc(C(=O)Nc2cccc(C(F)(F)F)c2)c1,0%,-19%,11%,-11%,-7%,1,29%,-22%,-32%,-12%,?
CN(C)C(=O)c1cnc(Sc2ncc(C(F)(F)F)cc2Cl)n1C,3%,-6%,?,-2%,2%,5,9%,-2%,37%,10%,-4%
Cc1ccccc1C(=O)Nc1ccc(N(C)C)c2ccccc12,14%,.,19%,17%,0%,-1,-2%,-6%,29%,13%,?
O=C(CN(C(=O)CCC(=O)Nc1nccs1)c1ccc(F)cc1)NCc1ccccc1,-1%,-1%,-1%,5%,.,?,.,-3%,-9%,-2%,1%
O=C(Cc1ccccc1F)OCC(=O)N1CCc2ccccc21,1%,1%,?,-10%,0%,-6,-6%,8%,11%,0%,6.7µM*
Cc1ccc(C(=O)NCCc2c[nH]c3ccccc23)c(C)c1,1.6µM*,?,?,-10%,.,-24,.,9%,?,3.2µM*,6.7µM*
CC(C)CCOc1ccc(NC(=O)C2OC3OC(C)(C)OC3C3OC(C)(C)OC23)cc1 (configuration not stated),-2%,3%,2%,-13%,-4%,8,-18%,-2%,-24%,-4%,-1%
COc1ccc2oc(=O)c(C(=O)N3c4ccccc4CC3C)cc2c1 (configuration not stated),-1%,-3%,-12%,7%,2%,7,0%,-4%,-2%,-2%,2%
COc1ccccc1NC(=O)/C(=N/OCc1ccc(F)cc1)C(C)=O,0%,-6%,16%,-8%,.,2,-14%,2%,-58%,0%,-3%
O=C1CC2C(=O)NCCN2C(=NC(=O)c2ccccc2)N1 (configuration not stated),1%,5%,7%,4%,?,1,3%,1%,1%,2%,1%
COc1ccccc1N1CCN(CC(=O)Nc2ccc(S(=O)(=O)N3CCCCCC3)cc2)CC1,-8%,-8%,.,.,.,-4,.,-4%,-19%,-4%,.
COc1ccc(NC(=O)CN2CCN(c3c(C)cc(C)cc3C)CC2)cc1,1%,.,43%[1.91 µM],14%,3%,-29,-9%,-6%,1%,-8%,2%
O=C(O)c1ccc(N2C(=O)CC(SC(=NCc3ccc4c(c3)OCO4)Nc3ccccc3)C2=O)cc1 (configuration not stated),2%,-7%,-17%,-4%,-2%,-6,.,0%,-11%,-4%,-12%
COC(=O)N/N=C\c1c(C)[nH]n(-c2ccccc2)c1=O,-1%,0%,11µM*,?,-2%,-13,-2%,0%,8%,-3%,-5%

# Screens (PubChem BioAssay)
